# Source: PubChem BioAssay (several laboratories)
# PrPC TRFRET: inhibitors of human cell surface prion protein PrPC, primary screen, cell-based, TR-FRET | 370,000 tested, 0.43% active | TR-FRET read-out | Major prion protein (Homo sapiens), P04156 | inhibition, % at 13.8 µM; in the data active = inhibition above about 24%; note: 0% = median of the test wells and 100% = reference compound wells
# Rv3671c protease: Rv3671c serine protease inhibitors, primary screen, biochemical, fluorescence polarization, M. tuberculosis H37Rv; P9WHR9; inhibition, % at 5.96 µM; 320,000 tested, 0.048% active; AID 2606, 2010; in the data active = inhibition above about 38%;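 note: extracellular domain of Rv3671c used as enzyme; 0% = enzyme with DMSO and 100% = no enzyme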
# Target sequence (P9WHR9 whole entry, looked up, the tested form may be a part): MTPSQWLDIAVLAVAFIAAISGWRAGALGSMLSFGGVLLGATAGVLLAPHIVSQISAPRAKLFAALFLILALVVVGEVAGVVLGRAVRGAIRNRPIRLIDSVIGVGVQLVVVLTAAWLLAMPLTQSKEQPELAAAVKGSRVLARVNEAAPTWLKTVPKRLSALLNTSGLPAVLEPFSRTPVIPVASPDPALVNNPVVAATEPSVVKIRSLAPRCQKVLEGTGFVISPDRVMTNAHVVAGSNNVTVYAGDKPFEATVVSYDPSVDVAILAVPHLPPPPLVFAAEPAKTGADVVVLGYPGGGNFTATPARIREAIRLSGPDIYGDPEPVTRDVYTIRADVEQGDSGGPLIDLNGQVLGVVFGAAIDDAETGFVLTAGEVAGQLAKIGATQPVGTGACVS
# TcdB GH inh: TcdB glycohydrolase inhibitors, primary screen, biochemical, single point, plate reader. 350,000 tested, 0.24% active. TcdB glycohydrolase enzymatic assay. inhibition, % at 9.99 µM. Toxin B (Clostridioides difficile), P18177; in the data active = inhibition above about 10%
# CCHFV vOTU inh: CCHFV vOTU protease inhibitors, primary screen, biochemical, Pep-AMC substrate, fluorescence. Crimean-Congo hemorrhagic fever virus L polyprotein viral ovarian tumor (vOTU) protease …. inhibition, % at 11.5 µM. 370,000 tested, 0.55% active; in the data active = inhibition above about 30%; note: 0% = vehicle wells with enzyme and 100% = no enzyme wells
# MazEF act: activators of E. coli MazEF toxin-antitoxin RNase, primary screen, biochemical, fluorescence, uHTS; Endoribonuclease toxin MazF (Escherichia coli (strain K12)), P0AE70; FAM/BHQ RNA-DNA oligo cleavage fluorescence, 5 h; activation, % at 20 µM; 350,000 tested, 0.32% active; in the data active = activation above about 50%
# Target sequence (P0AE70 whole entry, looked up): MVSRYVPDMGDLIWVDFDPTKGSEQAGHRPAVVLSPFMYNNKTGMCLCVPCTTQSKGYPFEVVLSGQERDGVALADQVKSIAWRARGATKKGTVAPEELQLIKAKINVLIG
# SSB-PriA inh: inhibitors of Klebsiella pneumoniae PriA binding to SSB C-terminal tail, primary screen, biochemical, AlphaScreen | PriA–SSB C-terminal tail interaction (Klebsiella pneumoniae) | AlphaScreen SSBct-PriA binding, biotinylated peptide | inhibition, % at 33 µM | 430,000 tested, 0.6% active | AID 1272365, 2023; in the data active = inhibition mostly above about 37%, no sharp cut-off; inactive = mostly below about 20%;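 note: plate controls were negative control peptide for no effect and reference peptide for full effect; strong numbers were not always called active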
# VHR inh abs: VHR1 phosphatase inhibitors, primary screen, biochemical, absorbance, uHTS; Dual specificity protein phosphatase 3 (Homo sapiens), P51452; recombinant VHR phosphatase, pNPP absorbance; inhibition, % at 13.3 µM; 290,000 tested, 0.52% active; AID 1654, 2009; in the data active = inhibition above about 50%; note: some compounds called inactive have numbers as strong as hits
# Target sequence (P51452 whole entry, looked up): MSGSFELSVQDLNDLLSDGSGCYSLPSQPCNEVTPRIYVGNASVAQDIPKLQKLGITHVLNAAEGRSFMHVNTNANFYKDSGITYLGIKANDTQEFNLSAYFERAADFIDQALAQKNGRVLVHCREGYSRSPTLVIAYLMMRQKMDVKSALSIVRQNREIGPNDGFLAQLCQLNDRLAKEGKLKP
# SARS 3CLpro inh: SARS-CoV 3CLpro protease inhibitors, primary screen, biochemical, quenched FRET | Replicase polyprotein 1ab (Severe acute respiratory syndrome coronavirus), P0C6X7 | recombinant SARS-CoV 3CLpro, quenched FRET peptide cleavage | inhibition, % at 6 µM | 290,000 tested, 0.14% active | AID 1706, 2009; in the data active = inhibition above about 12%
# BH1578 lux ind: inducers of Vibrio cholerae quorum light production without autoinducers, primary screen, BH1578 luxS cqsA deficient, single point; V. cholerae BH1578 lux reporter, luminescence, 6 h; activation, % at 18.7 µM; AID 588436, 2011; 350,000 tested, 0.16% active; in the data active = activation mostly above about 9.7%, no sharp cut-off; note: not every result past the cut was called active; inactives centre near 0; reference of the scale not given here
# Y pestis TopoI: Yersinia pestis topoisomerase I inhibitors, primary screen, biochemical, cleavage product accumulation, plate reader, single point; DNA topoisomerase I (Yersinia pestis CO92); Y. pestis Topo-I cleavage product accumulation; activity, % at 10 µM; 360,000 tested, 0.064% active; AID 504884, 2011; in the data active = activity above about 50%, passing the limit was not always enough; note: inactives centre near 2
# An asterisk follows results filed as active; i = inactive; · = not tested or not shown; & = joins results of further samples. This is a subset; rates above refer to the full screens.
compound	PrPC TRFRET	Rv3671c protease	TcdB GH inh	CCHFV vOTU inh	MazEF act	SSB-PriA inh	VHR inh abs	SARS 3CLpro inh	BH1578 lux ind	Y pestis TopoI
CC(=O)N/C(=C\c1ccc(F)cc1)C(=O)OC(C)C	-1	-5	2.2	5	7	-7	-4	-3	-0.4	-10
CCCc1ccc(OCC(O)CN2CCN(C(=O)OCC)CC2)cc1 (configuration not stated)	11	1	-5.4	-2	6	-8	6	-3	-0.3	6
CSc1ccc(CCNC(=O)CSc2ccsc2[N+](=O)[O-])cc1	-19	0	·	0	5	-6	31	-6	-0.4	0
COc1ccc(C/C(C)=N/NC(=S)Nc2ccc(C)c(C)c2)cc1	6	-8	·	9	3	·	35	3	-0.7	1
O=C1NCC(=O)N2C(c3ccccc3)c3[nH]c4ccccc4c3C[C@@H]12 (some centres not stated)	6	-10	2.2	-12	1	-5	20	5	i	9
Cc1ccc(S(=O)(=O)N(CC2CO2)c2cccc([N+](=O)[O-])c2)cc1 (configuration not stated)	-2	15	-1.5	0	-6	17	20	3	-0.2	-15
CCOc1ncccc1C(=O)NNC(=O)c1cccc(S(=O)(=O)Nc2ccccc2OC)c1	9	5	-8.5	16	1	1	·	·	i	7
COc1ccsc1C(=O)N1CCN(Cc2ccc3c(c2)OCO3)CC1	1	-1	·	6	-3	-15	20	-4	i	3
CCN(CC)CCNC(=O)c1cc2c(=O)n(C)c3ccccc3c2s1	-13	-6	3.7	-101	-3	-8	10	-6	-0.2	2
CCOCCCNC(=O)c1cc(Sc2ccc(C)cc2)nc2ccccc12	-4	-6	·	-11	0	4	-4	-1	-0.3	5
S=C(NCc1ccccc1)Nc1ccncc1	7	-5	0.8	-10	4	-7	53*	0	12	11
Cc1cc2c(ncn2Cc2ccccc2)c(NS(C)(=O)=O)c1C	-2	-3	·	-14	4	-8	27	-1	i	9
COc1ccc(C(=O)Nn2c(SCC(=O)NCc3ccccc3)nc3ccccc3c2=O)cc1	3	5	·	10	6	-8	-27	0	·	0
CCOc1ccc(OCC)c(S(=O)(=O)NCCCN2CCOCC2)c1	-2	-5	·	-1	1	-8	-8	-1	-1.0	-5
Cn1ncc2c(Nc3ccc(Br)cc3)nc(Nc3ccc(Br)cc3)nc21	3	-71	2.5	10	-21	-9	50	7	-0.6	-19
CCOc1ccc(Nc2ccnc3cc(Cl)ccc23)cc1	3	-2	0.0	14	19	-1	21	0	-0.6	1
O=C(Nc1ccc(Cl)cc1)Nc1ccc(-c2cnco2)cc1	-2	5	-1.1	-5	-31	1	21	0	-0.5	-7
CCc1ccccc1S(=O)(=O)Cc1ccc(C(=O)N2CCN(c3ccccc3OC)CC2)o1	5	2	1.4	-3	10	5	42	2	-0.2	16
CCn1c(=NC(=O)c2ccc(S(=O)(=O)N(C)C)cc2)sc2cccc(OC)c21	8	-7	1.2	-13	-9	-24	9	2	1.8	1
Cc1cccc(NC(=O)c2cc3ccccc3c(=O)o2)n1	-4	4	0.9	-2	8	0	·	·	-3.7	2
CC(C)(C)c1ccc(/C=C/C(=O)c2ccc(NC3=NCCCS3)cc2)cc1	7	-33	1.2	20	-4	4	13	0	-0.7	14
CC12CCC(=O)C=C1CCC1C2C(O)CC2(C)C1CCC2(O)C(O)CO (configuration not stated)	10	·	-0.5	12	·	·	·	·	-0.5	6
O=C(Nc1ccc(NC(=O)c2ccco2)c(Cl)c1)c1ccccc1	-6	-8	3.5	13	5	-8	0	5	0.4	4
COc1cccc(/C=C2/SC(=O)N(CC(=O)N3CCc4ccccc4C3)C2=O)c1OCC(=O)O	-25	-6	·	8	2	5	30	4	3.6	21
CCCC(=O)NC(c1ccc(Cl)cc1)c1ccc2cccnc2c1O (configuration not stated)	18	8	1.9	7	0	-6	5	3	1.5	2
CN(CC(=O)N1CCN(Cc2ccccc2)CC1)S(=O)(=O)c1cccc2nsnc12	-42	1	1.0	0	3	-5	12	4	0.2	2
O=C(c1ccc(Cn2c(=S)[nH]c3ccc(N4CCOCC4)cc3c2=O)cc1)N1CCC(N2CCCCC2)CC1	2	0	1.5	2	12	2	30	3	0.7	4
COc1ccc(CC(=O)N2CCCc3ccccc32)cc1	-2	-3	·	-9	0	-5	40	7	0.4	12
CCC(CO)Oc1cc(NCc2ccncc2)c2ncn(C(C)C)c2c1 (configuration not stated)	-11	-2	1.0	7	2	-8	·	·	-4.5	3
CC(OC(=O)c1ccc(=O)n(Cc2ccccc2)n1)C(=O)Nc1cccc(Cl)c1 (configuration not stated)	7	9	-1.3	3	-2	11	·	·	-0.7	-13
O=C(CN1CCN(c2ccc(C(F)(F)F)cn2)CC1)Nc1ccc2c(c1)OCO2	11	14	-4.0	4	-13	-7	12	-2	-0.9	9
COc1ccc2[nH]c3nc(SC(C)C)nnc3c2c1	-6	0	·	16	12	0	16	-2	i	-8
CCc1ccc(OCC(=O)N/N=C(\C)c2ccccc2OC(F)F)cc1	5	-7	1.1	29	2	·	4	4	-0.1	8
C=CCNC(=O)NC(=O)COC(=O)CNS(=O)(=O)c1ccc(F)c(F)c1F	-2	-2	0.4	-7	6	-4	2	0	-0.3	10
COC(=O)CNC(=O)c1cc(-c2ccncc2)nc2ccccc12	-8	-5	0.6	5	-3	-6	16	-4	0.0	-1
COc1ccc(CCNC(=O)NC2CCCCC2)cc1	-5	1	·	-29	4	-3	-5	-5	-1.3	10
O=[N+]([O-])c1cccc(NP(=O)(N2CC2)N2CC2)c1	0	·	1.1	-12	-6	3	·	·	i	1
FC(F)c1nc2nc(Cl)c(Cl)nc2[nH]1	-9	·	2.5	7	5	·	·	·	-2.9	2
CCCOC(=O)c1ccc(Oc2cn[nH]c2-c2ccc(O)cc2O)cc1	-2	10	3.9	4	6	7	0	9	i	0
O=C(CSc1n[nH]c(=O)n1Cc1ccccc1)Nc1ccc(F)c(F)c1F	-2	1	2.9	4	1	-12	-1	3	i	4
Cc1ccc(NC(=O)COC(=O)Cc2cccs2)cc1S(=O)(=O)N1CCOCC1	-2	-1	2.2	2	6	4	-4	2	i	0
COc1ccc(C(=O)OCn2nnc3ccccc3c2=O)cc1[N+](=O)[O-]	-4	0	2.0	5	7	-9	9	6	1.1	0
C=C(C)C(=O)Nc1cccnc1Oc1ccc(F)cc1	8	-6	-0.3	-10	-11	-6	12	0	-7.1	-1
Cc1ccc(S(=O)(=O)NC(CC(=O)O)c2ccc(F)cc2)cc1 (configuration not stated)	6	10	1.2	-2	13	7	5	4	-0.3	6
CCC(=O)N1N=C(c2cccs2)CC1c1ccc(OC)cc1 (configuration not stated)	3	·	0.9	-5	0	3	15	3	i	-16
COc1ccc(NC(=O)c2nc(C)n(-c3ccc([N+](=O)[O-])cc3)n2)cc1	-29	5	-0.6	14	4	4	27	1	-0.5	12
CCCCNC(=O)CSc1nc2ccc(NC(=O)CSc3nnc(COc4ccccc4C)n3C)cc2s1	-6	13	·	9	0	-5	19	3	-5.3	1
Cc1ccc(-n2ncc(C(=O)NC3CC3)c2C2CCN(C(=O)OC(C)(C)C)CC2)cc1	2	8	0.0	16	2	5	14	-1	-0.4	13
COc1cccc(CN2C(=O)NC3(CCCCCC3)C2=O)c1	1	-5	1.2	1	9	-1	12	-7	-1.3	7
COc1cc2[nH]c(=O)n(CCC(=O)NCc3cccnc3)c(=O)c2cc1OC	1	-2	·	-5	7	-5	-4	4	-0.5	5
CC(C)OCCCNC(=O)C1CC(=O)N(C2CCCCCCC2)C1 (configuration not stated)	-3	6	·	0	-2	-17	17	-1	i	-7
O=C(NCc1ccco1)c1cc(-c2ccc(F)cc2)on1	1	5	·	4	0	-5	21	-1	-0.5	5
O=C(CSc1nc2cc(Cl)ccc2o1)NCCc1ccccc1	1	-7	·	-8	-4	0	10	2	i	21
CN1C(CC(O)c2ccccc2)CCCC1CC(O)c1ccccc1 (configuration not stated)	1	-4	6.5	4	8	-3	·	·	-0.5	8
CC1CCN(CCCNC(=O)C2CCCN(c3ncnc4c3nc3n4CCCCC3)C2)CC1 (configuration not stated)	-1	2	0.3	-12	4	5	18	2	-0.2	2
CCN(CC(=O)Nc1ccccc1C(F)(F)F)C(=O)CCc1nc2sc3c(c2c(=O)[nH]1)CCCC3	7	-7	-7.3	-9	-4	-14	·	·	i	1
CN(C(=O)CSc1nnc(-c2cccnc2)o1)C1CCCCC1	6	4	0.4	2	1	-1	·	·	-0.3	-1
O=C(Nc1oc2ccccc2c(=O)c1-c1ccc(Cl)cc1)c1ccco1	-8	2	0.6	12	-8	-4	-2	6	i	-1
C[C@@H]1CN([C@@H](C)CO)C(=O)CCCn2nncc2CO[C@H]1CN(C)S(=O)(=O)c1ccccc1F	-3	·	1.1&-0.3	-12	3	·	·	·	i	-2
CCc1nc(CNC(=O)c2cc(OC)c(OC)c(OC)c2)no1	0	7	·	10	4	-1	34	-6	0.8	1

# Whole records, quoted from the list:
# CC(C)OCCCNC(=O)C1CC(=O)N(C2CCCCCCC2)C1 (configuration not stated) is listed with PrPC TRFRET: -3; Rv3671c protease: 6; TcdB GH inh: ·; CCHFV vOTU inh: 0; MazEF act: -2; SSB-PriA inh: -17; VHR inh abs: 17; SARS 3CLpro inh: -1; BH1578 lux ind: i; Y pestis TopoI: -7
# Cc1ccc(S(=O)(=O)NC(CC(=O)O)c2ccc(F)cc2)cc1 (configuration not stated) is listed with PrPC TRFRET: 6; Rv3671c protease: 10; TcdB GH inh: 1.2; CCHFV vOTU inh: -2; MazEF act: 13; SSB-PriA inh: 7; VHR inh abs: 5; SARS 3CLpro inh: 4; BH1578 lux ind: -0.3; Y pestis TopoI: 6

# Following part.
compound	PrPC TRFRET	Rv3671c protease	TcdB GH inh	CCHFV vOTU inh	MazEF act	SSB-PriA inh	VHR inh abs	SARS 3CLpro inh	BH1578 lux ind	Y pestis TopoI
COc1ccc(C(=O)O)cc1S(=O)(=O)NCCCN1CCCC1=O	3	6	·	-5	13	-8	-13	-6	i	-1
CCOC(=O)/C=C1\SCC(=O)N1CC(=O)NCCc1ccc(F)cc1	9	-2	-0.2	1	3	-12	20	1	-0.3	7
O=C1C(Cl)=C(N2CCN(Cc3ccccc3)CC2)C(=O)N1Cc1ccccc1	-7	8	·	7	-107	-30	33	1	0.3	47
N#Cc1cc2c(nc1SCc1cccc(Cl)c1)CCCCC2	7	3	·	10	6	-3	36	0	i	6
CC(=O)c1ccc(OCC(O)CN2CCN(Cc3ccccc3)CC2)cc1 (configuration not stated)	·	-1	·	·	4	4	-16	3	-0.1	2
CC1CCCCN1S(=O)(=O)c1cn(C)c(=O)n(C)c1=O (configuration not stated)	2	7	2.0	3	2	1	21	1	-0.2	3
O=C(Cc1cccc2ccccc12)N1CCN(c2ncccn2)CC1	5	3	7.6	-10	-1	-13	13	5	-0.1	2
Cc1ccccc1-c1nc2c(s1)CCc1onc(-c3cccc([N+](=O)[O-])c3)c1-2	3	2	0.1	-14	0	-27	·	·	-1.6	8
O=[N+]([O-])c1ccc(-c2csc(N/N=C/c3cccnc3)n2)cc1	-4	1	2.6	0	6	·	30	6	0.0	7
